Screening results as filed in PubChem BioAssay.
ERK EGF inh = blocks ERK signaling stimulated by EGF. HEK293-V1b, EGF-stimulated phospho-ERK AlphaScreen. Potency, µM (highest dose often 11.5 µM), without a hit: at the top dose activity change, negative = inhibition, actives largely listed as inhibitors. 130,000 compounds, 0.41% hits. AID 1454; active = well fitted inhibition curve with a large enough effect; inconclusive = small, poorly fitted or top-dose-only effect, or effect the other way;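 note: plate controls were stimulated vehicle wells for no effect and unstimulated vehicle basal for full effect; nearly all actives have a fitted effect of over 55% in size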
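Readout: AlphaScreen signal for phosphorylated ERK in lysed HEK293 cells stably expressing V1b. Stimulus 25 nM EGF, 5 min, following 30 min compound exposure. Data scaled to DMSO basal and full EGF activation.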
Starred values were filed as active, the others as inactive; ? = inconclusive; [ ] = dose if it differs, or a comment. Potency is the fitted concentration of half-maximal effect.

A first look, 3 compounds:
SMILES | ERK EGF inh
Cc1cc(C)c(C)c(S(=O)(=O)NC(C)C(=O)O)c1C (centres undefined) | 3%[57.5 µM]
Cc1ccnc(NS(=O)(=O)c2ccc(C(C)(C)C)cc2)c1 | 7%
CCN(Cc1ccncc1)Cc1c(O)ccc2cc(Br)ccc12 | ?

This part in full, previewed entries included:
SMILES | ERK EGF inh
Cc1cc(C)c(C)c(S(=O)(=O)NC(C)C(=O)O)c1C (centres undefined) | 3%[57.5 µM]
Cc1ccnc(NS(=O)(=O)c2ccc(C(C)(C)C)cc2)c1 | 7%
CCN(Cc1ccncc1)Cc1c(O)ccc2cc(Br)ccc12 | ?
Cc1cc(C)c(NC(=O)Nc2ccccc2)c(Cl)c1 | -8%
CCOC(=O)c1sc(N(C)C)nc1-c1ccccc1 | -3%
CNc1nc(N)nc(-c2cc(Cl)ccc2OC)n1 | 0%
COC1=C(OC)C(=O)c2ccccc2C1=O | 10%
CCOC(=O)N1CCN(S(=O)(=O)c2cc([N+](=O)[O-])c(C)cc2C)CC1 | 10%
CCc1ccc(C(=O)NNc2ccc(S(N)(=O)=O)cc2)cc1 | 13%[57.5 µM]
CC1(C)C2CCC(C2)C1(C)N=C1OC(CCl)CS1 (centres undefined) | 25%[57.5 µM]
C=CCn1c(SCC(=O)c2[nH]c(C)c(C(=O)OC)c2C)nc2scc(-c3ccc(OC)c(OC)c3)c2c1=O | 0%
CC(C)(O)C#Cc1ccc(CN2CCN(Cc3ccsc3)C(CCO)C2)s1 (centres undefined) | 1%[57.5 µM]
Cc1ccsc1C(=O)NC(C)c1ccc2c(c1)OCO2 (centres undefined) | 8%
C=CCC1(Cl)C(=O)C(Cl)=C(N2CCN(C)CC2)C1(OC)OC (centres undefined) | -2%[57.5 µM]
COc1ccc(CCC(C)Nc2ccc(F)c(F)c2)cc1 (centres undefined) | 6%
CCN(CC)C1=CC2=CC(=C(C#N)C#N)CCC2CC1 (centres undefined) | 2%
CCOc1ccc(C(c2c(NC(=O)c3ccccc3)sc(C)c2C)N2CCN(CCO)CC2)cc1 (centres undefined) | 11%
N#CCSc1nc2ccccc2o1 | -2%[57.5 µM]
CCN(CC)c1ccc(O)c(C=Nc2ccc(C)c(C)c2)c1 | 4%
Cc1ccc(C2(CCN)CCOC(C(C)C)C2)cc1 (centres undefined) | -7%
Cc1ccc(CNC(=O)C2(c3cccs3)CCOCC2)cc1 | -9%
O=C1/C(=C/C=C/c2ccco2)SC(=S)N1c1ccc(O)cc1 | -5%[57.5 µM]
Cc1cccn2cc(COc3cccc([N+](=O)[O-])c3)nc12 | 4%
CCOC(=O)c1[nH]c(CO)c(C(=O)OCC)c1C | 7%[57.5 µM]
O=[N+]([O-])c1ccc(/C=C/c2ccc3cccc([N+](=O)[O-])c3n2)cc1 | 2%
Cc1ccc(C#CC(C)(O)C(C)(C)C)cn1 (centres undefined) | 3%[57.5 µM]
CCc1ccc(C(=O)C(C)OC(=O)C2COc3ccccc3O2)cc1 (centres undefined) | 2%
COc1ccc2[nH]c(-c3ccccc3)cc2c1 | 1%[57.5 µM]
O=[N+]([O-])c1cccc(/C=N/NC2CCS(=O)(=O)C2)c1 (centres undefined) | 12%[57.5 µM]
CCOC(=O)c1oc2cc(OC(C)=O)ccc2c(=O)c1-c1ccc(OC)c(OC)c1 | -1%[57.5 µM]
COc1ccc(S(=O)(=O)Nc2ccc3cn[nH]c3c2)cc1C | -9%
Cc1ccc(C(=O)CC(C(=O)O)n2cnc([N+](=O)[O-])n2)cc1 (centres undefined) | -13%
Cc1ccc(C(=O)N2CCC3(CC2)Oc2ccc(Cl)cc2C(=O)C32CC(c3ccccc3)=NO2)s1 (centres undefined) | -12%[57.5 µM]
O=C(/C=C/c1ccccc1)NCCCNC(=O)/C=C/c1ccccc1 | -8%
Cn1c(N)c(C(=O)COC(=O)C2CCN(S(=O)(=O)c3cccs3)CC2)c(=O)n(C)c1=O | -16%[57.5 µM]
O=C1N(c2ccccc2)C(c2ccc(Cl)cc2)N2CCCN12 (centres undefined) | 2%
O=C(CSc1c2c(nc3cc(Cl)ccc13)CCCC2)NCCCN1CCOCC1 | -7%
COc1ccc(/C=C/c2cc(C(F)(F)F)on2)cc1 | -4%[57.5 µM]
Cc1cccc(N(CC(=O)Nc2ccccc2-c2ccccc2)S(=O)(=O)c2ccccc2)c1C | 15%
O=C(c1ccc2c3c(cccc13)CC2)C1CCCN(C(=O)c2ccc[n+]([O-])c2)C1 (centres undefined) | -15%[57.5 µM]
Cc1c(NP(=O)(c2ccc(Br)cc2)c2ccc(Br)cc2)c(=O)n(-c2ccccc2)n1C | 0%
O=C(CC1C(=O)NCCN1C(=O)Nc1ccc(C(F)(F)F)cc1)Nc1ccc(F)cc1 (centres undefined) | -11%[57.5 µM]
CCN(CC)c1ccc(S(=O)(=O)N2CCOCC2)cc1NC(=O)CSc1n[nH]c(N)n1 | -4%[57.5 µM]
COC(=O)[C@@]1(Cc2ccccc2)[C@H]2c3cc(C(=O)N(C)C)n(Cc4c(CO)[nH]cc(C)c4=O)c3C[C@H]2CN1C(=O)c1ccccc1 | 1%
COc1cc(C(=O)OCC(=O)N2CCCCC2C)cc(NC(=O)c2cccs2)c1OC (centres undefined) | 4%
Cc1nnc(SCc2nnc(-c3cccs3)o2)n1Cc1ccccc1 | 10%
NS(=O)(=O)c1ccc(NC(=S)NCc2ccc3c(c2)OCO3)cc1 | -1%
c1ccc(N2CCN(c3nc4ccccc4[nH]3)CC2)nc1 | 3%
CCN1CCN(Cc2ccc(NC(=O)c3ccc(C)c(NC(=O)c4cc(-c5ccc(Br)cc5)n[nH]4)c3)cc2C(F)(F)F)CC1 | -11%[57.5 µM]
CCOC(=O)C1(CC2CC2)CCN(C(=O)c2cc(OC)nc3ccccc23)CC1 | ?
CC(C)OC(=O)c1c(NC(=O)c2ccco2)sc2c1CCCC2 | 5%
CCOc1ccc2nc(NC(=O)Cn3[nH]c(=O)c4ccccc4c3=O)sc2c1 | -1%[57.5 µM]
COc1ccc(Br)cc1[C@H]1[C@@H]2C=CCC[C@@]2(C)C(=O)N1Cc1ccccc1 | 8%[57.5 µM]
CCc1cccc(NC(=O)CCNS(=O)(=O)c2cccc3nonc23)c1 | -3%
COc1cc(Cl)cc(C2NC(=S)NC(c3ccccc3)=C2C(C)=O)c1OCC(=O)O (centres undefined) | -12%[57.5 µM]
O=C(Nc1cc(S(=O)(=O)N2CCOCC2)ccc1N1CCCC1)c1cc(=O)[nH]c2ccccc12 | -9%[57.5 µM]
CCOC(=O)c1ccc(NC(=O)c2cc3c(s2)CCC3)cc1 | ?
CC(=O)c1c(C)nc2ccc(Br)cc2c1-c1ccccc1 | 5%
Cc1noc(C)c1COC(=O)[C@@H](NC(=O)c1ccccc1Cl)C(C)C | 2%
CC(Sc1nnc(-c2cccnc2)n1-c1ccccc1F)C(=O)N1CCCc2ccccc21 (centres undefined) | -5%

Continuation.
SMILES | ERK EGF inh
COc1ccc(NC(=S)Nc2ccc(OCc3ccccc3)cc2)c(OC)c1 | 9%
CC/C(=N/NC(=O)c1ccccc1)c1ccc(OCCN2CCOCC2)cc1 | 3%
Cc1coc2c(O)cc3c(c12)OC1(N2CCCCC2)C(=O)NCCCC31 (centres undefined) | -16%
CC(=O)N(Cc1ccccn1)Cc1ccco1 | -3%[57.5 µM]
Cc1cc(C)nc(OC(=O)c2ccc(Cl)cc2Cl)n1 | -7%
COc1cc(OC)cc(C(=O)NCC(=O)OCc2nc3ccccc3s2)c1 | -2%
O=C(CNc1cccc(C(F)(F)F)c1)N/N=C/C1CCCCC1 | -6%
COc1ccc(-c2noc(CNC(=O)Nc3ccc(F)cc3)n2)cc1 | -1%
Cn1c(=O)[nH]c(=O)c2c1nc(N1CCOCC1)n2CCSc1nnnn1-c1ccccc1 | 5%[57.5 µM]
C#CC1CCCCC1NC(=O)Nc1cnccc1C(F)(F)F (centres undefined) | 9%[57.5 µM]
CCNCc1ccc(OCc2ccccc2F)c(OC)c1 | -13%
O=C(Nc1ccccc1)C1=C[C@H](c2ccc3c(c2)OCO3)C[C@H](OCCCCO)O1 | 5%[57.5 µM]

3 entries out of the list, arranged by heavy-atom count, rising.
SMILES | ERK EGF inh
Cc1cc(C)nc(OC(=O)c2ccc(Cl)cc2Cl)n1 | -7%
CCNCc1ccc(OCc2ccccc2F)c(OC)c1 | -13%
O=C(Nc1ccccc1)C1=C[C@H](c2ccc3c(c2)OCO3)C[C@H](OCCCCO)O1 | 5%[57.5 µM]

The list goes on.
SMILES | ERK EGF inh
COC(=O)Cc1sc(-c2ccccn2)nc1-c1ccccc1 | 2%
Cc1cccc2nc(CSc3nc4ccccc4[nH]3)cn12 | 1%
CC(=O)NC(Nc1c(C)n(C)n(-c2ccccc2)c1=O)C(Cl)(Cl)Cl (centres undefined) | -4%
COC(=O)C1=C(C)N=c2s/c(=C3\C(=O)Nc4ccccc43)c(=O)n2C1c1ccccc1 (centres undefined) | ?
COc1ccc(-c2[nH]ncc2CN2CCCN(C(=O)c3ccco3)CC2)cc1F | -4%[57.5 µM]
CCCCNC(=O)C1CCCN(S(=O)(=O)c2c(C)noc2/C=C/c2cccs2)C1 (centres undefined) | ?
COc1ccccc1CNC(=O)c1ccc(Br)o1 | -1%
CCOC(=O)c1c(-c2ccccc2)csc1N1C(=O)Nc2ccccc2N1O | 11%
Cc1cccc(NS(=O)(=O)c2cc(C(=O)N3CCCC3)ccc2Cl)c1 | 11%
CN1C/C(=C/c2cccnc2)C(=O)/C(=C/c2cccnc2)C1 | -2%
CCCCS(=N)(=O)CC[C@H](N)C(=O)O (some centres undefined) | -3%
C[C@@H](CN(C)C)CN1c2ccccc2Sc2ccccc21 | 6%[25.7 µM]
COc1ccc(C(=O)/C=C/c2cc(OC)c(O)c(OC)c2)c(F)c1 | 3%
O=C(O)c1cccc(NC(=S)NC(NC(=O)c2ccccc2[N+](=O)[O-])C(Cl)(Cl)Cl)c1 (centres undefined) | -3%
COC(=O)[C@H](C)NC(=O)NCCC1=CCCCC1 | -1%[57.5 µM]
C[N+](C)(C)CCCC(=O)c1ccc2c(c1)OCO2 | 4%[57.5 µM]
CCN(CC)S(=O)(=O)c1ccc(C)c(NC(=O)COc2ccc3c(C)cc(=O)oc3c2)c1 | -5%
COc1cc(C(F)(F)F)nc2c(Br)c(C(C)(C)C)nn12 | -1%[57.5 µM]
CC(NC(=O)NC12CC3CC(CC(C3)C1)C2)c1ccc2c(c1)OCO2 (centres undefined) | -11%
Cc1ccc(S(=O)(=O)NC(=O)N2CCCN(Cc3ccc(F)cc3)CC2)cc1 | 4%[57.5 µM]
Cc1cc(Cl)ccc1NC(=O)COC(=O)c1nc2nccc(C)n2n1 | 2%
O=C(Cn1cnc([N+](=O)[O-])n1)N/N=C/c1cccc2ccccc12 | -7%
CCCCNC(=O)CSc1nc2cc3c(cc2c(=O)n1CCCC(=O)NCCc1ccc(OC)c(OC)c1)OCO3 | 1%
COc1ccc(-c2ocnc2C(=O)N2CCN(C(c3ccccc3)c3ccccc3)CC2)cc1 | 0%

Two entries from above in another layout:
Cc1cccc(N(CC(=O)Nc2ccccc2-c2ccccc2)S(=O)(=O)c2ccccc2)c1C
  ERK EGF inh: 15%

CC1(C)C2CCC(C2)C1(C)N=C1OC(CCl)CS1 (centres undefined)
  ERK EGF inh: 25%[57.5 µM]

Some values from the list:
Value for COC(=O)[C@H](C)NC(=O)NCCC1=CCCCC1 under ERK EGF inh: -1%[57.5 µM]
Value for Cc1ccc(S(=O)(=O)NC(=O)N2CCCN(Cc3ccc(F)cc3)CC2)cc1 under ERK EGF inh: 4%[57.5 µM]

(more compounds)
SMILES | ERK EGF inh
CCN1/C(=C\c2ccc3ccccc3[n+]2CC)Sc2cc(C)ccc21 | ?
O=C(c1cccc([N+](=O)[O-])c1)N(c1ccccn1)c1ccccn1 | 12%
Cc1ccc(C(O)Cn2cc([N+](=O)[O-])nc2C)cc1 (centres undefined) | -7%[57.5 µM]
COc1ccccc1N1C(=O)[C@@H]2[C@H](C1=O)[C@H](C(=O)c1ccc(OC(C)=O)cc1)N1N=CC=C[C@@H]21 | -5%[57.5 µM]
O=C(NCCCN1CCCC1)c1ccc2c(Cl)c3c(nc2c1)CCCC3 | 2%
CC1CCCC(NC(=O)COC(=O)c2ccccc2Sc2ccccc2C#N)C1C (centres undefined) | -5%
COc1ccc(CNC(=O)c2noc(C)c2[N+](=O)[O-])cc1 | -2%
CC(C)CNC(=O)Nc1ccc(F)c(Cl)c1 | -4%
Cc1cc2nc3n(c2cc1C)CC1CC(C(=O)NCCc2cccs2)N(C)C31 (centres undefined) | 1%[57.5 µM]
CC(C)(C)c1ccc(/C=N/NC(=O)C(=O)NCCCN2CCOCC2)cc1 | 7%
CCN1CCCC1CNC(=O)c1cc(S(=O)(=O)CC)c(N)cc1OC (centres undefined) | ?
CC(NC(=S)N1CCN(c2ccccc2)CC1)c1ccccc1 (centres undefined) | -9%[57.5 µM]
Cc1ccc(-c2sc(-c3cccnc3)nc2CC(=O)O)cc1 | 8%
CCOC(=O)c1sc(NC(=O)Nc2ccccc2F)nc1C | 4%
CCN(CC)S(=O)(=O)c1ccc(N2CCOCC2)c(NS(=O)(=O)c2ccc(C(C)C)cc2)c1 | 4%
O=C(/C=C/c1ccco1)Oc1cccc2cccnc12 | -1%[57.5 µM]

These rows are one share of the data; the hit share may differ from the screen's.
